Screens from PubChem BioAssay.
Eya2 inh = Eya2 (human) phosphatase inhibition; recombinant Eya2, OMFP fluorescence dephosphorylation (OMFP is methylfluorescein phosphate); Potency, µM (series often up to 76.9 µM), for the others: at the highest dose activity, negative = inhibition, usual class: inhibitors; 0.006% of 330,000 active; AID 488837; also: potency is read from the fitted curve at half-maximal effect; % is scaled to controls: 0 for no effect and ±100 for the full control effect
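Eya2 protein (added as 0.2 uM solution) was preincubated with compound for 10 min at ambient temperature in 50 mM HEPES pH 7.5, 50 mM NaCl, 5 uM MgCl2, 0.05% BSA, 1 mM DTT. OMFP (added at 50 uM) then reacted 10 min; fluorescence read at 485/525 nm.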
PKM2 act = increases activity of human pyruvate kinase M2; purified PKM2, Kinase-Glo ATP luminescence, activation; response scale: 0% is enzyme alone, no compound; Potency, µM (top dose mostly 57.5 µM), inactives show at the top dose activation, actives largely listed as activators; 0.34% of 260,000 active; AID 1631; also: potency is read from the fitted curve at half-maximal effect; % is scaled to controls: 0 for no effect and ±100 for the full control effect; nearly all actives have a fitted effect of over 55% in size
Target sequence (P14618 whole entry, looked up): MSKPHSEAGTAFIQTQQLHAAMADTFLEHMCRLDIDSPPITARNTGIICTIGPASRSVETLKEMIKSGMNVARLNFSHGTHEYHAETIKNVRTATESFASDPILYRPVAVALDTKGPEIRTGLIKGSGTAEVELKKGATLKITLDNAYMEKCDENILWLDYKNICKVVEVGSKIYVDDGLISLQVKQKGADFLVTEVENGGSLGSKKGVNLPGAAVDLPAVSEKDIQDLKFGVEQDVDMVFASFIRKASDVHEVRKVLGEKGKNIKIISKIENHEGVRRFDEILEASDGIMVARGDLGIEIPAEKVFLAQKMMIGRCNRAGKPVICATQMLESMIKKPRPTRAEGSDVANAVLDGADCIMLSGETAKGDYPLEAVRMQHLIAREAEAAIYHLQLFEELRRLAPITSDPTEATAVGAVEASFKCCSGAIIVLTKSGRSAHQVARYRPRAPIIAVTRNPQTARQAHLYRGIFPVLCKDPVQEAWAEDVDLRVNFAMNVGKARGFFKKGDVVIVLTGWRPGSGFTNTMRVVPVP
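hPK-M2, >95% pure; 0.1 mM ADP / 0.5 mM PEP final; imidazole pH7.2 buffer w/ 7 mM MgCl2, 50 mM KCl; 1 h RT; Kinase-Glo lum. Intermediate enzyme activity for dual inhibitor/activator qHTS.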
Chronic BCR inh = chronic active BCR signaling inhibition. ABC-DLBCL IkBa-CBG/CBR reporter, luminescence ratio, 4 h. Potency, µM (top dose mostly 46.1 µM), without a hit: at the highest dose ratio change, negative = lower green/red ratio, most hits filed as inhibitors. 0.05% of 340,000 active; active = well fitted inhibition curve with a large enough effect in the signal ratio, with a control signal flat, not every such curve was filed as active; inconclusive = small, poorly fitted or top-dose-only effect, or effect the other way, or a change in a side signal; the % refers to the signal ratio;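 also: potency is read from the fitted curve at half-maximal effect; plate controls were basal doxycycline-induced cells for no effect and cells given 10 µM MG132 for full effect; MG132 reads +100%, hits lower the ratio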
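TMD8 ABC-DLBCL cells carrying doxycycline-inducible green luciferase fused to IkappaBalpha plus unfused red luciferase were exposed to compounds (up to 46 uM) for 4 hrs at 37C. Activity came from the overlap-corrected green/red luminescence ratio.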
S-ASM inh = blocks human secretory acid sphingomyelinase | placental ASM, HMU-PC fluorogenic substrate, 60 min | Potency, µM (series often up to 57.5 µM), without a hit: at the highest dose activity change, negative = inhibition, usual class: inhibitors | 0.006% of 340,000 active | AID 504937; also: potency is read from the fitted curve at half-maximal effect
Target sequence (P17405 47-631 limits assumed): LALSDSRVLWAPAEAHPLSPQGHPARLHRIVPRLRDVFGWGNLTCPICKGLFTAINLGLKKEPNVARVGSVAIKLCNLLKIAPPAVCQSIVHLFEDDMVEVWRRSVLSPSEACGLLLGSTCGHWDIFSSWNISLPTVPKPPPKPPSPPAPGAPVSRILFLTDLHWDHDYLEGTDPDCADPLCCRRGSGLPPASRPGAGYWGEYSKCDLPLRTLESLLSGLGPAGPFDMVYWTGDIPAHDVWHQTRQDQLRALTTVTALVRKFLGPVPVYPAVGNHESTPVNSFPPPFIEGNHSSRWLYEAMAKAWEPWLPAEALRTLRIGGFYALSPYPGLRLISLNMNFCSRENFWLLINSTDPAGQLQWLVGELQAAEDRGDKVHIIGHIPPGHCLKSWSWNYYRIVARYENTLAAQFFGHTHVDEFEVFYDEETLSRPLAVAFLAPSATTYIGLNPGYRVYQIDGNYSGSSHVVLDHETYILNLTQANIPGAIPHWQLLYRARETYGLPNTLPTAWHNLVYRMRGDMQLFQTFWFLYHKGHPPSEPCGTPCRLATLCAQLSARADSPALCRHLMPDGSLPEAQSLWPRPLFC
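Fluorogenic HMU-PC substrate (9 uM final) is turned over by placental ASM in 60 min at 37 C after a 10 min compound preincubation. Reaction ended by alkaline stop (pH 10), with fluorescence read at 386/447 nm.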
USP2a block = blocks human ubiquitin-specific protease USP2a; Potency, µM (titrated, usually from 38.3 µM), for the others: at the highest dose activity change, negative = inhibition, actives largely listed as inhibitors; 0.01% of 330,000 active; USP2 core, Ub-CHOP2 coupled fluorogenic reporter, 485/531;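 also: potency is read from the fitted curve at half-maximal effect; plate controls were DMSO wells for no effect and full inhibition by NEM control for full effect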
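USP2 core (10nM final) preincubated 30min RT with compound in 20mM Tris-HCl pH 8.0, 2mM CaCl2, 2mM beta-mercaptoethanol, 0.05% CHAPS; 25nM Ub-CHOP2 plus 25nM reporter substrate added, fluorescence (Ex485/Em531) read after 60min.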
GALK inh = blocks human galactokinase activity. P51570. Purified GALK, Kinase-Glo residual ATP luminescence. Potency, µM (doses to about 57.5 µM), inactives show at the top dose activity change, negative = inhibition, most hits filed as inhibitors. 0.007% of 270,000 active; also: potency is read from the fitted curve at half-maximal effect; % is scaled to controls: 0 for no effect and ±100 for the full control effect
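Luminescence from leftover ATP (Ultra-Glo luciferase/luciferin) served as read-out after a 1 h room-temperature reaction of 5 nM GALK with 35 uM ATP and 100 uM galactose.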
MBNL1 CUG block = MBNL1-poly(CUG) RNA binding inhibition; Q9NR56; TR-FRET MBNL1-His/biotin-(CUG)12 binding, 665/545 ratio; 0.036% of 280,000 active; Potency, µM (series often up to 57.5 µM), without a hit: at the top dose activity change, negative = inhibition, hits mostly inhibitors; active = well fitted inhibition curve with a large enough effect in the signal ratio, with a control signal flat, not every such curve was filed as active; inconclusive = small, poorly fitted or top-dose-only effect, or effect the other way, or a change in a side signal; inactive = no such curve, though single readings can be large or run the other way; the % refers to the signal ratio; also: potency is read from the fitted curve at half-maximal effect; % is scaled to controls: 0 for no effect and ±100 for the full control effect
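His-tagged MBNL1 binding to biotinylated (CUG)12 RNA was measured by TR-FRET using terbium anti-His antibody (0.055 ng/ul final) and streptavidin-XL665 (5 nM final). Compounds were titrated 92 nM to 58 uM; 60 min at room temperature.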
hERG WT inh = KCNH2 (human, wildtype) channel inhibition. U2OS, BacMam KCNH2, thallium flux FluxOr; active compounds read low. activity change, % at 1.84 µM. 0.37% of 340,000 active;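 active = maximum activity change below -70%; inconclusive = maximum activity change between -70% and -50%; inactive = maximum activity change above -50%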; also: % is scaled to controls: 0 for no effect and ±100 for the full control effect
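U2OS cells were transduced with wild-type KCNH2 virus (2.03 x 10^8 / mL) for 4 h at room temperature, then cultured overnight at 37 C. Thallium flux was read with FluxOr dye. Rate constants were normalized to DMSO controls.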
Mito fusion yeast = mitochondrial division inhibition or fusion activation; S. cerevisiae fusion-defective mutant growth rescue, CellTiterGlo 48 h; Potency, µM (doses to about 46.1 µM), without a hit: at the highest dose growth rescue (activation), hits mostly activators; 0.23% of 320,000 active;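 also: potency is read from the fitted curve at half-maximal effect; % of control where 0% means no effect; nearly all actives have a fitted effect of over 45% in size; temperature-sensitive fusion mutants such as fzo1-1 at 37 °C on non-fermentable ethanol glycerol medium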
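Yeast fusion mutant, YPEG (non-fermentable carbon), compound, 48 h at 37C non-permissive; CellTiterGlo added, 10 min RT, luminescence read. Rescued growth = division inhibition.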
TSHR antagonist = antagonists of human thyroid stimulating hormone receptor | P16473 | TSHR-expressing cells, TSH-stimulated cAMP HTRF, 2 h; active compounds read low | activity change, negative = inhibition, % at 11.5 µM | 0.2% of 330,000 active;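 active = activity change below a set negative limit, meaning inhibition stronger than a set level, cut at about -70% in these data; inconclusive = activity change between two set negative limits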; also: % is scaled to controls: 0 for no effect and ±100 for the full control effect
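Freshly harvested TSHR cells receive pin-tooled compound, then EC80 TSH at 4nM final. After 2 hours at 37 deg C, antibody in lysis buffer and cAMP-d2 are added; 30 minutes at ambient temperature precede the HTRF read.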
Menin MLL FP TR = inhibitors of human menin-MLL interaction, mutant MLL peptide; 0.23% of 270,000 active; AID 1768; Potency, µM (titrated, usually from 61.6 µM), for the others: at the top dose FP activity change, negative = inhibition, most hits filed as inhibitors; Menin + Texas Red MLL mutant peptide, fluorescence polarization; O00255; active = well fitted inhibition curve with a large enough effect in the polarisation, with a control signal flat, not every such curve was filed as active; inconclusive = small, poorly fitted or top-dose-only effect, or effect the other way, or a change in a side signal; inactive = no such curve, though single readings can be large or run the other way; the % refers to the polarisation; also: potency is read from the fitted curve at half-maximal effect; % of control where 0% means no effect; many of its hits are not listed in these tables
An asterisk follows results filed as active; u = inconclusive; x = not tested or not shown; [ ] = another dose, or the depositor's remark. Unless noted, calls follow the shape of the dose curve; as a rule, active = well fitted curve in the direction sought with a large enough effect; inconclusive = small, poorly fitted or top-dose-only effect, or another doubt; inactive = no such curve, though single readings can be large; an effect the other way counts as inactive or inconclusive. Not all compounds are listed; the hit share may differ from the screen's.

SMILES | Eya2 inh | PKM2 act | Chronic BCR inh | S-ASM inh | USP2a block | GALK inh | MBNL1 CUG block | hERG WT inh | Mito fusion yeast | TSHR antagonist | Menin MLL FP TR
O=C(CCNc1n[nH]c(=O)[nH]c1=O)N/N=C/c1ccccc1Br | -7% | 1% | u | 9% | 3% | -8% | 16% | -3 | -3% | -3 | -1%
CC(=O)N1CCN(C(=S)NCCc2ccccc2)CC1 | -1% | 1% | 3% | 4% | 0% | 1% | -17% | -9 | -3% | -1 | -1%
Nc1nnc(CC(=O)N/N=C/c2cccc(OCCOc3ccccc3)c2)s1 | -14% | 0% | u | -1% | 1% | -1% | -3% | 3 | -2% | -10 | 2%
COC(=O)CSc1nc2nc(-c3cccs3)cc(C(F)(F)F)c2c(=O)[nH]1 | 13% | x | u | 196%[activator] | -6% | -1% | -2% | 1 | 7% | 1 | 13%
CO/N=C(\CCC(=O)O)c1cccs1 | -6% | 0% | 6% | 3% | -1% | -3% | -12% | -10 | 1% | -2 | x
O=C(c1cc2ccccc2oc1=O)N(Cc1ccccc1)Cc1ccc2c(c1)OCO2 | -14% | 0% | 18% | -4% | -3% | 0% | 3% | 5 | u | 0 | -11%
O=C(CSc1c(Cl)cccc1Cl)NC1CCCc2ccccc21 (stereo unspecified) | -29% | -3% | u | 5% | -1% | 0% | -7% | -7 | 19% | 0 | 1%
COC(=O)Nc1nc(Sc2ncc(C(F)(F)F)cc2Cl)n[nH]1 | 2% | 6% | 3% | 3% | 3% | 0% | -8% | -1 | 7% | -7 | 0%
COc1ccc(/C=N/Nc2cc(N3CCOCC3)ncn2)c(OC)c1 | 5% | 4% | -14% | -1% | 0% | 2% | 6% | -13 | -5% | -13 | 14%
O=C(C1CC(=O)N(c2ccccc2)C1)N1CCN(c2ccc(F)cc2)CC1 (stereo unspecified) | -10% | 1% | -2% | -1% | 3% | -6% | -3% | 6 | 3% | 13 | x

3 of these compounds, reformatted.
Values run as follows: Eya2 inh	PKM2 act	Chronic BCR inh	S-ASM inh	USP2a block	GALK inh	MBNL1 CUG block	hERG WT inh	Mito fusion yeast	TSHR antagonist	Menin MLL FP TR
CC(=O)N1CCN(C(=S)NCCc2ccccc2)CC1
→ -1%	1%	3%	4%	0%	1%	-17%	-9	-3%	-1	-1%
CO/N=C(\CCC(=O)O)c1cccs1
→ -6%	0%	6%	3%	-1%	-3%	-12%	-10	1%	-2	x
COc1ccc(/C=N/Nc2cc(N3CCOCC3)ncn2)c(OC)c1
→ 5%	4%	-14%	-1%	0%	2%	6%	-13	-5%	-13	14%

(further entries)
SMILES | Eya2 inh | PKM2 act | Chronic BCR inh | S-ASM inh | USP2a block | GALK inh | MBNL1 CUG block | hERG WT inh | Mito fusion yeast | TSHR antagonist | Menin MLL FP TR
Cc1cc(C(=O)NCCC(C)C)c2ccccc2n1 | -3% | -6% | 5% | 0% | 0% | 1% | x | 1 | 3% | -10 | x
Cc1c(C(=O)Nc2ccccc2F)cnn1-c1ccccc1 | -8% | -12% | u | 1% | 1% | 0% | -6% | 1 | -2% | 2 | 2%
COc1cc(NC(=S)NCc2cccnc2)cc(OC)c1OC | 2% | 2% | -2% | 2% | 3% | -3% | 3% | -5 | 0% | 21 | 10%
CCCSc1nnc(Nc2ccccc2C)s1 | -2% | 1% | u | -1% | 2% | 0% | -1% | 34 | -4% | -4 | -29%
Cc1nn(CCC(=O)NCc2ccc(OC(C)C)cc2)c(=O)c2nn(-c3ccccc3)c(C)c12 | -2% | x | 0% | -2% | 5% | 2% | -4% | 3 | -2% | 0 | x
CN(C)C(=O)CCc1ccc2c3c([nH]c2c1)[C@]1(C)[C@@H](C(=O)N2CCCCC2)C[C@H](CC(=O)NC(C)(C)C)C(=O)N1CC3 | 3% | x | 0% | -6% | -2% | x | x | -4 | x | 51 | x
Fc1ccc(C2CCCN2Cc2nc(CC3CC3)no2)cc1 (stereo unspecified) | -11% | -6% | 1% | 4% | 1% | 4% | -3% | 2 | -2% | -6 | -12%
O=C(NC(=S)Nc1nc2c(ccc3ccccc32)s1)c1cccs1 | -5% | -1% | 1% | -6% | 1% | 0% | x | -29 | -2% | -9 | u
CO/N=C(\C(=O)O)c1csc(NN=C(C)C)n1 | -7% | -10% | u | 0% | -11% | 2% | 1% | -12 | 0% | 0 | 14%
CCC(=O)N1c2ccc(S(=O)(=O)CCC(=O)Nc3ccc(OC)cc3OC)cc2CC1C (stereo unspecified) | 1% | x | 1% | 1% | 0% | -9% | -1% | -3 | 0% | 11 | x
Cc1ccc(C(C)C)c(OCC(O)CN(C)Cc2ccccc2)c1 (stereo unspecified) | 7% | x | 0% | -1% | 0% | 1% | 4% | 31 | -39%[inhibitor] | -15 | u
COc1ccc(-c2csc(N3CCN(c4cc5c(cc4Cl)nc(-c4ccncc4)n5CCOCCO)CC3)n2)cc1 | -14% | 0% | 6% | 67%[activator] | 0% | x | 7% | 0 | -10% | -1 | 25%
O=C(Nc1ccc2c(c1)OCO2)C1CCCCN1S(=O)(=O)c1ccc(F)cc1 (stereo unspecified) | -11% | 0% | 6% | -1% | 1% | 1% | 10% | -15 | 2% | -9 | 1%
CC(=O)Nc1cc(C(=O)N2CCN(C)CC2)ccc1S(=O)(=O)c1ccc(C)cc1 | 9% | 3% | 0% | -3% | 3% | 2% | 8% | -20 | 1% | -16 | -9%
O=C(COC(=O)CCS(=O)(=O)c1ccc(Cl)cc1)NCCc1ccc(Cl)cc1Cl | -2% | -3% | -3% | 0% | -7% | 0% | 5% | -13 | 6% | -9 | -4%
O=C(Cc1cccs1)Nc1nnc(Cc2ccc(F)cc2)s1 | -2% | 15% | u | x | 1% | 2% | -9% | x | 1% | -8 | 13%
CCOc1cccc2cc(C(=O)OCC(=O)Nc3c(C)cccc3CC)c(=O)oc12 | -22% | x | u | 1% | 3% | x | x | -4 | -23% | -8 | x
O=C(OCC(=O)N1CCc2ccccc21)c1cncc(Br)c1 | 15% | -14% | -14% | -1% | 4% | 7% | -3% | 11 | -4% | 45 | -15%
Nc1cccc(C(=O)N/N=C/c2ccsc2)c1 | 2% | -9% | u | 7% | 2% | -3% | 13% | -3 | 4% | 15 | 23%
COc1cc([N+](=O)[O-])cc2cc(C(=O)N3CCN=C3c3ccccc3)c(=O)oc12 | -8% | 5% | -1% | -2% | 0% | -2% | 21% | -4 | -3% | 5 | u
COCC(C)NS(=O)(=O)c1ccc(C(=O)NC(Cc2ccccc2)c2ccccc2)cc1 (stereo unspecified) | -2% | 1% | 8% | 0% | 3% | -1% | 1% | -1 | 2% | 4 | 7%
COc1ccc(S(=O)(=O)N2CCCC(C(=O)N3CCOCC3)C2)cc1Cl (stereo unspecified) | -5% | 1% | 1% | 2% | 2% | -1% | 1% | -2 | 8% | -3 | 9%
O=C(COC(=O)c1ccc(Cl)nc1)Nc1ccc(N2CCCCC2)cc1 | -3% | x | 1% | 3% | -1% | x | x | -12 | x | 2 | x
COC(=O)c1nn(-c2ccc(-c3ccccc3)cc2)cc1O | 4% | -6% | u | 68%[activator] | 1% | 8% | 0% | 9 | 2% | -11 | 3%
Cc1[nH]nc(SCC(=O)N2CCCC2)c1[N+](=O)[O-] | -3% | -7% | u | 2% | -1% | 0% | u | 19 | 6% | 11 | 16%
CCC(=O)Nc1cc2[nH]c(=O)cc(C)c2cc1C | -6% | 5% | 4% | 8% | 0% | -2% | -3% | 6 | 0% | -9 | 1%
COC(=O)[C@@]12CCCCN1[C@H](c1ccc(-c3ccccc3)cc1)[C@H]1C(=O)N(C)C(=O)[C@H]12 | -20% | x | -8% | u | 1% | x | x | -7 | u | -27 | x
